GDH-TPI counter: GDH-TPI coupling enzyme inhibitors, primary screen, artefact control for M. tuberculosis FBA inhibitor project, biochemical, absorbance, full deck | GDH-TPI coupled enzyme counterscreen, NADH absorbance | inhibition, % at 4.8 µM | 360,000 compounds, 1.2% hits | AID 588335, 2011; in the data active = inhibition above about 30%;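 also: 0% = DMSO wells and 100% = wells lacking the enzyme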
FadD28 FP inh: inhibitors of FadD28 bisubstrate probe binding, primary screen, biochemical, fluorescence polarization, single point; Mycobacterium tuberculosis FadD28 fatty-acid-AMP ligase; inhibition, % at 12.5 µM; 360,000 compounds, 0.22% hits; AID 588549, 2011; in the data active = inhibition above about 8.5%, passing the limit was not always enough
BioA inh: M. tuberculosis BioA enzyme inhibitors, primary screen, biochemical, plate reader, single point, HTS; 7,8-diaminopelargonic acid synthase BioA (Mycobacterium tuberculosis); purified M. tuberculosis BioA enzyme; inhibition, % at 9.99 µM; 360,000 compounds, 0.096% hits; AID 602481, 2012; in the data active = inhibition above about 40%
TcdB inh: TcdB glycohydrolase inhibitors, primary screen, biochemical, single point, plate reader. TcdB glycohydrolase enzymatic assay. inhibition, % at 9.99 µM. Toxin B (Clostridioides difficile), P18177. AID 652162, 2013. 350,000 compounds, 0.24% hits; in the data active = inhibition above about 10%
Vc quorum ag: inducers of Vibrio cholerae quorum light production without autoinducers, primary screen, BH1578 luxS cqsA deficient, single point | V. cholerae BH1578 lux reporter, luminescence, 6 h | 350,000 compounds, 0.16% hits | activation, % at 18.7 µM; in the data active = activation mostly above about 9.7%, no sharp cut-off; also: not every result past the cut was called active; inactives centre near 0; reference of the scale not given here
PfHsp40 rescue: rescue of yeast from PfHsp40 toxicity, primary screen, S. cerevisiae, ATP luminescence; S. cerevisiae expressing PfHsp40, growth rescue; 340,000 compounds, 0.68% hits; growth rescue, % at 12.5 µM; in the data active = growth rescue above about 28%, passing the limit was not always enough;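 also: yeast W303a lacking pdr1 and pdr3 grown in galactose medium; growth measured after three days at 30 °C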
Mtb UGM inh: M. tuberculosis UGM enzyme inhibitors, primary screen, biochemical, fluorescence polarization, single point; inhibition, % at 10 µM; AID 504406, 2011; purified UGM, fluorescence polarization probe displacement; UDP-galactopyranose mutase (Mycobacterium tuberculosis (strain ATCC 25618 / H37Rv)), …; 320,000 compounds, 0.06% hits; in the data active = inhibition above about 10%, passing the limit was not always enough
FBA Mtb inh: Mtb FBA enzyme inhibitors, primary screen, biochemical, fluorescence, strain H37Rv; Fructose-bisphosphate aldolase (Mycobacterium tuberculosis (strain ATCC 25618 / H37Rv)), …; purified M. tuberculosis FBA, fluorescence read-out; inhibition, % at 1 µM; 360,000 compounds, 2.3% hits; in the data active = inhibition above about 27%;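 also: 0% = vehicle and 100% = reference inhibitor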
Y pestis TopoI: Yersinia pestis topoisomerase I inhibitors, primary screen, biochemical, cleavage product accumulation, plate reader, single point; Y. pestis Topo-I cleavage product accumulation; DNA topoisomerase I (Yersinia pestis CO92); 360,000 compounds, 0.064% hits; activity, % at 10 µM; in the data active = activity above about 50%, passing the limit was not always enough; also: inactives centre near 2
Starred values were filed as active, the others as inactive; i = inactive; . = no result given; & = joins results of further samples.

Sample of the layout (3 entries):
SMILES | GDH-TPI counter | FadD28 FP inh | BioA inh | TcdB inh | Vc quorum ag | PfHsp40 rescue | Mtb UGM inh | FBA Mtb inh | Y pestis TopoI
CCN1CCN(Cc2ccc(NC(=O)c3cc(NC(=O)c4ccno4)cc(OC)c3)cc2C(F)(F)F)CC1 | -7&6 | -38&-34 | 40&0.7 | 2.0&1.4 | -1.1 | 0.6 | 0.5 | -5&0 | -22&-25
COc1ccc(OCc2nnc3n2N=C(c2ccc(Br)cc2)CS3)cc1 | 7 | -2.7 | 11 | 2.0 | 2.8 | 2.9 | -0.8 | 1 | 21
Cc1nc(-c2ccccc2)sc1C(=O)NN | 6 | -1.9 | . | -6.2 | -0.4 | 0.1 | -1.2 | 1 | -2

This part in full (from the top)
SMILES | GDH-TPI counter | FadD28 FP inh | BioA inh | TcdB inh | Vc quorum ag | PfHsp40 rescue | Mtb UGM inh | FBA Mtb inh | Y pestis TopoI
CCN1CCN(Cc2ccc(NC(=O)c3cc(NC(=O)c4ccno4)cc(OC)c3)cc2C(F)(F)F)CC1 | -7&6 | -38&-34 | 40&0.7 | 2.0&1.4 | -1.1 | 0.6 | 0.5 | -5&0 | -22&-25
COc1ccc(OCc2nnc3n2N=C(c2ccc(Br)cc2)CS3)cc1 | 7 | -2.7 | 11 | 2.0 | 2.8 | 2.9 | -0.8 | 1 | 21
Cc1nc(-c2ccccc2)sc1C(=O)NN | 6 | -1.9 | . | -6.2 | -0.4 | 0.1 | -1.2 | 1 | -2
COc1ccc(-c2oc3cc(OC(C)=O)cc(OC(C)=O)c3c(=O)c2OC)cc1 | 23 | -2.8 | 0.2 | 0.9 | -0.8 | 2.3 | . | 3 | 8
CCN1CCN(C(=O)c2ccc(Cl)c(S(=O)(=O)N3CCCCC3)c2)CC1 | 4 | 1.6 | 3.8 | 1.1 | -0.3 | -0.5 | -1.9 | 0 | 7
CC[N+]12CCC(CC1)C(C(O)(c1ccccc1)c1ccccc1)C2 (stereo not drawn) | -9 | -3.3 | -0.5 | -1.0 | -0.5 | 0.1 | -1.9 | -1 | -1
COc1ccccc1/C(C)=N/Oc1cc(N)cc([N+](=O)[O-])c1 | 4 | 0.3 | -1.8 | -0.8 | -0.9 | -1.2 | 0.5 | 19 | -11
CCOC(=O)c1cnc2c(C)c(C)ccc2c1Nc1ccc(S(=O)(=O)Nc2ncccn2)cc1 | 17 | -3.4 | 0.9 | . | -0.8 | -0.6 | 3.1 | -3 | 11
O=C(COc1ccccc1Cl)Nc1ccc2[nH]c(=O)[nH]c2c1 | 1 | -1.8 | . | 1.5 | i | 0.4 | . | -2 | 2
COc1ccc(-n2nnc3c(SCc4ccccc4)ncnc32)cc1 | -1 | 1.0 | 0.2 | . | . | -1.4 | -0.7 | -1 | 1
COc1ccc(C(=O)NCCc2c[nH]c3ccc(OC)cc23)cc1 | 1 | -2.0 | 3.8 | -1.2 | -0.4 | -0.7 | -3.9 | 1 | -2
O=C(CC1NCCNC1=O)OCCCc1ccccc1 (stereo not drawn) | 6 | 1.4 | -0.3 | 1.1 | -0.2 | -0.3 | -0.4 | 2 | -1
Cc1ccc(S(=O)(=O)N2[C@@H](c3ccc(C(C)C)cc3)C(C(=O)O)=C[C@H]2C(C)(C)C)cc1 | 16 | 1.1 | 8.1 | -1.5 | 1.4 | 19 | . | 5 | 5
CCOC(=O)c1ccc(-n2c(CN3CCOCC3)nc3ccc([N+](=O)[O-])cc3c2=O)cc1 | 6 | 0.1 | . | 0.5 | i | -0.5 | -1.0 | 0 | -4
O=C1OCC2=C1C(c1ccccc1)CC(=O)N2c1ccc(F)cc1 (stereo not drawn) | -2 | -0.2 | . | -4.5 | i | -1.8 | 0.8 | -2 | 0
Cn1cnnc1SCC(=O)Nc1ccc(S(N)(=O)=O)cc1 | 2 | -1.5 | -2.7 | 0.7 | i | -0.1 | 0.5 | 1 | 0
Cc1c(NC(=O)/C(C#N)=C/c2ccc(-c3ccccc3Cl)o2)c(=O)n(-c2ccccc2)n1C | 18 | -2.0 | . | . | -0.2 | 1.3 | 2.7 | -8 | 38
CCCOC(=O)C1=C(C)NC2=C(C(=O)CC(C)(C)C2)C1c1cccnc1 (stereo not drawn) | 7 | -8.4 | . | . | i | -0.1 | 0.4 | 36* | -13
NC1=NC(=O)C(Cc2ccccc2)S1 (stereo not drawn) | 2 | 0.0 | 0.1 | 1.1 | 0.4 | 0.0 | -2.9 | 0 | 0
CC(C)(C)c1ccc(C(=O)NCC(=O)OCCN2C(=O)c3ccccc3C2=O)cc1 | 11 | -1.8 | -0.8 | 2.2 | i | 1.0 | -0.5 | 7 | 1
C=CCNC(=O)c1c(N)n(Cc2ccco2)c2nc3ccccc3nc12 | 11 | -17 | -0.2 | . | -0.5 | 0.8 | 2.8 | 113* | 18
COc1ccc(OC)c(NC(=O)c2nnn(Cc3ccccc3C)c2N)c1 | -5 | -3.0 | -0.5 | . | -1.2 | 0.7 | -2.3 | -1 | -13
COc1ccc(-c2cc([C@H]3[C@H]4C=CC[C@@H](C)[C@@H]4C(=O)N3Cc3ccccc3)ccc2F)cc1 | 10 | -0.9 | -0.9 | -0.1 | i | 0.3 | 2.7 | 4 | 11
Cc1cccc(N2CCN(C(=O)COc3ccc4ccc(=O)oc4c3)CC2)c1C | -6 | -3.2 | 35 | 2.0 | -2.6 | -0.2 | 1.6 | 1 | 23
CN(C(=O)CSc1nnc(-c2ccccc2F)o1)c1ccccc1 | -9 | 1.7 | 1.6 | 1.1 | -0.1 | -0.4 | 6.4 | 1 | 1

As entered above:
For FadD28 FP inh, `COc1ccc(-c2oc3cc(OC(C)=O)cc(OC(C)=O)c3c(=O)c2OC)cc1` has the entry -2.8
For Vc quorum ag, `COc1ccc(C(=O)NCCc2c[nH]c3ccc(OC)cc23)cc1` has the entry -0.4
For FBA Mtb inh, `CCOC(=O)c1ccc(-n2c(CN3CCOCC3)nc3ccc([N+](=O)[O-])cc3c2=O)cc1` has the entry 0

More records.
SMILES | GDH-TPI counter | FadD28 FP inh | BioA inh | TcdB inh | Vc quorum ag | PfHsp40 rescue | Mtb UGM inh | FBA Mtb inh | Y pestis TopoI
COc1cccc(CC(=O)NC2CCCN(Cc3ccccc3F)C2)c1 (stereo not drawn) | 5 | 0.3 | 0.4 | 0.8 | -1.0 | -0.9 | 4.3 | 3 | -2
CCc1noc(C)c1C(=O)Nc1ncc(C)s1 | 5 | 0.0 | 0.0 | . | 2.2 | -1.2 | -2.1 | 3 | 4
CCCCCC(=O)NNC1CC(=O)N(c2cccc(OCC)c2)C1=O (stereo not drawn) | 4 | -3.6 | . | -1.3 | -0.5 | -0.1 | 7.2 | 0 | -3
O=C(NCC1CCCO1)c1cc([N+](=O)[O-])ccc1Cl (stereo not drawn) | -3 | -2.1 | 1.6 | 4.2 | -0.1 | -0.3 | 1.7 | -1 | 3
O=C(CSc1nnc(Cc2cc(=O)[nH]c(=O)[nH]2)n1-c1ccccc1)N1CCCCC1 | -8 | -3.4 | -2.2 | 0.7 | -0.4 | 0.3 | 2.4 | 0 | 9
CCOC(=O)Cn1ccc(O)c(Cc2ccc(Cl)cc2Cl)c1=O | -9 | -2.5 | -0.8 | . | 8.0 | -0.2 | 0.8 | 5 | -10
COc1ccc(NC(=O)CSc2nnc(-c3ccncc3)o2)c(OC)c1 | 14 | -0.2 | -0.9 | 1.3 | i | -0.3 | 2.1 | 9 | -11
COC(=O)c1[nH]c2ccccc2c1NC(=O)c1ccccc1[N+](=O)[O-] | 7 | -1.5 | . | . | -3.3 | -0.1 | -2.2 | -1 | -14
COc1ccc(C(=O)/C=C/C(=O)N(CC(=O)NC2CCCCC2)Cc2ccccc2OC)c(O)c1 | -3 | -12 | . | 3.3 | . | 1.3 | . | 0 | 6
Cn1c(=O)n(C)c2cc(C(=O)Nc3ccc4c(c3)OCO4)ccc21 | 14 | 0.5 | 7.5 | 0.5 | . | 0.0 | -0.6 | 2 | 4
COc1ccccc1N1CCN(CCN(C(=O)c2ccc(F)cc2)c2ccccn2)CC1 | -10 | -3.5 | 0.7 | 0.4 | i | -1.0 | 3.0 | -2 | 10
COC(=O)Nc1ccc(S(=O)(=O)Nc2cccc3ccccc23)cc1 | 4 | -0.6 | -1.9 | . | -2.9 | 0.6 | -0.7 | -2 | -4
O=S(=O)(Nc1ccc(F)cc1)c1ccc(NC(=S)Nc2ccccc2)cc1 | 5 | -2.5 | . | . | 2.2 | 0.0 | -0.7 | -2 | -14
O=C1CC(N2CCN(c3ccccc3)CC2)C(=O)N1c1cccc(Br)c1 (stereo not drawn) | 4 | 1.0 | -0.3 | 0.6 | -0.3 | -0.2 | 4.5 | 0 | 8
O=C(CN(c1cccc(Cl)c1)S(=O)(=O)c1ccc(Cl)cc1)N1CCc2ccccc2C1 | -1 | -1.8 | . | . | -0.2 | -0.6 | 2.3 | -3 | 10
O=C(O)/C=C/C(=O)NCCc1cccc(Cl)c1 | -8 | -2.7 | . | 1.5 | -1.4 | -1.0 | 0.7 | -1 | 5
CC(C)(C(=O)O)n1cncn1 | -1 | -0.5 | -0.5 | 0.5 | -0.3 | 0.3 | 0.9 | -3 | 4
Cn1c(-c2ccc(C(F)(F)F)cc2)cc2onc(-c3ccccc3)c2c1=O | -3 | -2.4 | -1.6 | 0.3 | -0.3 | 5.1 | 1.7 | -2 | 8
Cc1cc(/C=C2/C(=O)N(C)C(=S)N2C)c(C)n1C1CC1 | 3 | -2.7 | -0.4 | 0.3 | -0.2 | -0.9 | -0.1 | -5 | 4
COc1cc(CCC(=O)Oc2ccc(C(C)=O)cc2)cc(OC)c1OC | -1 | -0.3 | 3.1 | 1.6 | -0.6 | 0.2 | . | 3 | -4
c1ccc(-c2csc3ncnc(NCc4ccccn4)c23)cc1 | -3 | -4.4 | . | 1.4 | -0.5 | 1.7 | -0.3 | 0 | 0
CCOc1ncccc1C(=O)OC(C)C(=O)Nc1ccc(N2CCOCC2)cc1 (stereo not drawn) | -1 | -1.3 | -0.3 | 0.2 | i | 0.6 | -0.1 | -1 | -2
COc1ccc(NC(=O)N(C)C[C@H]2Oc3c(NS(=O)(=O)c4ccc(F)cc4)cccc3C(=O)N([C@H](C)CO)C[C@@H]2C)cc1 | 7 | -2.7 | -1.3 | -0.3&1.2 | i | -0.4 | 2.7 | 1 | -1
Cc1cc(OC(=O)c2ccc(C)c(C)c2)c([N+](=O)[O-])c(=O)[nH]1 | 10 | -3.7 | 1.0 | 1.4 | i | 0.6 | 0.1 | -2 | 3
CC=CCn1c(SCc2ccccc2)nc2c1c(=O)[nH]c(=O)n2C | -10 | -3.0 | 1.4 | 0.4 | i | . | . | 0 | 41
O=C(NCc1ccccc1)C(c1ccc(F)cc1)N(Cc1ccco1)C(=O)c1ccccn1 (stereo not drawn) | 5 | 0.0 | . | . | -0.3 | 0.5 | -0.9 | -3 | -6
Cc1ccc(C(=O)OCC(=O)Nc2ccc(Cl)cn2)cc1S(=O)(=O)N1CCOCC1 | -1 | -0.3 | -1.1 | -0.5 | i | 1.8 | . | -2 | 2
CN(C)C(=O)CSc1ncnc2scc(-c3ccccc3)c12 | -4 | -3.2 | . | -1.5 | -0.5 | 0.3 | -1.1 | 0 | -4

Bioassay records: PubChem, several laboratories
